NSD2 inh = blocks human NSD2 histone methyltransferase activity | inhibition, % at 12.5 µM | O96028 | 44,000 compounds, 0.07% hits | NSD2-SET H3K36me1 DELFIA fluorescence, biochemical; in the data active = inhibition above about 54%, passing the limit was not always enough;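 also: inhibitors reduce the monomethyl H3K36 fluorescence signal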
Target sequence (O96028 whole entry, looked up): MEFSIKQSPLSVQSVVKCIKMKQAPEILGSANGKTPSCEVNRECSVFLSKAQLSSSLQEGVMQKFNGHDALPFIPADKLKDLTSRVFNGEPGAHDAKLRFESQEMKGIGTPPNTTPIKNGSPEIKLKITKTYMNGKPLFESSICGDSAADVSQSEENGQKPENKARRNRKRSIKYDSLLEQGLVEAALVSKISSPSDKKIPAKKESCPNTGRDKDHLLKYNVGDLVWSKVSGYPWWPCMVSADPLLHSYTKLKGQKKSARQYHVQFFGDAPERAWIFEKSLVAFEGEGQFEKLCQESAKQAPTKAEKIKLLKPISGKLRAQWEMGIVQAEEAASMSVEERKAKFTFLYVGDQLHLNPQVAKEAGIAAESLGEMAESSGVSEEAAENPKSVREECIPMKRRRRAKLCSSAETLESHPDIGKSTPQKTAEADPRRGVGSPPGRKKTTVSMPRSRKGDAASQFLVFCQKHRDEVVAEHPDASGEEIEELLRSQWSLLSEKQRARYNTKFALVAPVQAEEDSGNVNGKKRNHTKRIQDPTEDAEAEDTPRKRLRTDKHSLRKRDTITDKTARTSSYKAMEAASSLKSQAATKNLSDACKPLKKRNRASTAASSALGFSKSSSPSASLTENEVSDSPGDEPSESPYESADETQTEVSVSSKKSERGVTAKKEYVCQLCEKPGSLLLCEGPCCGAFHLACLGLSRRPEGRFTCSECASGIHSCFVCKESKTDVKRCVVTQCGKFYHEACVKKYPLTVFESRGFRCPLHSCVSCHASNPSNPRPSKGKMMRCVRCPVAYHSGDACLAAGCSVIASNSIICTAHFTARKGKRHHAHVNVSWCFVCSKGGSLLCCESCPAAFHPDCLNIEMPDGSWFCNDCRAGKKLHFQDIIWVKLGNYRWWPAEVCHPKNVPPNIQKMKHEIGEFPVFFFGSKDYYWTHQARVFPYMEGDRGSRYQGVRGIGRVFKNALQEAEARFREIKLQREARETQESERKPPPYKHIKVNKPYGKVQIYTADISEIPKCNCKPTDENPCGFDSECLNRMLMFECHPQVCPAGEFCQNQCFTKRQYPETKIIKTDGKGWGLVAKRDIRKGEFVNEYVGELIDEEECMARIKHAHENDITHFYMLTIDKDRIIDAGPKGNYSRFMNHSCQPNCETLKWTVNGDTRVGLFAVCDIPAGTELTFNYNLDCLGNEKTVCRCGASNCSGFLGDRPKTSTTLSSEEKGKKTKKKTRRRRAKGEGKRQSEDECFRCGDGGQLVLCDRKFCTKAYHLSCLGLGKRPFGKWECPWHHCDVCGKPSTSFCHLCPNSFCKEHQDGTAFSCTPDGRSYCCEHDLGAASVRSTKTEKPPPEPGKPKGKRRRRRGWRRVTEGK
The depositor's hits bear a star; & = joins results of further samples.

mol | NSD2 inh
C[C@@H]1CN([C@H](C)CO)C(=O)c2cccc(NS(=O)(=O)c3cccs3)c2O[C@H]1CN(C)C | 5.2
CC(=O)N(C)C[C@H]1Oc2ncc(C#CCc3ccccc3)cc2C(=O)N([C@H](C)CO)C[C@@H]1C | 3.9
C[C@@H]1CN([C@@H](C)CO)C(=O)c2cc(C#CCN(C)C)cnc2O[C@@H]1CN(C)C(=O)CN1CCOCC1 | -1.0
Cc1noc(C)c1NC(=O)N(C)C[C@H]1OCCCC[C@H](C)Oc2ccc(NC(=O)NC(C)C)cc2C(=O)N([C@@H](C)CO)C[C@@H]1C | 0.2
O=C(C[C@H]1C=C[C@H](NC(=O)C2CCOCC2)[C@H](CO)O1)NCCc1cscn1 | 5.3
C[C@H](CO)N1C[C@H](C)[C@@H](CN(C)C(=O)Nc2ccc3c(c2)OCO3)OCCCC[C@H](C)Oc2ccc(NC(=O)Cc3ccccc3)cc2C1=O | 0.4
COC(=O)CCCCCCC(=O)N/N=C/c1ccc(I)cc1 | -8.5
C[C@H](CO)N1C[C@H](C)[C@H](CN(C)Cc2ccncc2)Oc2c(NC(=O)Nc3ccccc3)cccc2C1=O | 5.1
O=C(NO)c1ccc(C(=O)N/N=C/c2cc(Br)cs2)cc1 | 0.1
Cc1ccc(S(=O)(=O)N(C)C[C@H]2Oc3c(NS(=O)(=O)c4ccc(F)cc4)cccc3C(=O)N([C@H](C)CO)C[C@@H]2C)cc1 | 0.8
C[C@@H]1CN([C@H](C)CO)C(=O)Cc2cc(NC(=O)Cn3cnnn3)ccc2O[C@@H]1CN(C)C(=O)Nc1cccc2ccccc12 | -5.7
Cc1noc(C)c1NC(=O)N(C)C[C@H]1Oc2ccc(NS(=O)(=O)c3cn(C)cn3)cc2CC(=O)N([C@@H](C)CO)C[C@@H]1C | 0.9
Cc1noc(C)c1NC(=O)N(C)C[C@@H]1Oc2ccc(NC(=O)Cn3cnnn3)cc2C(=O)N([C@@H](C)CO)C[C@H]1C | -1.5
COc1ccc(NC(=O)N(C)C[C@H]2Oc3c(cccc3N(C)C)C(=O)N([C@@H](C)CO)C[C@H]2C)cc1 | 10.3
C[C@H]1CN([C@@H](C)CO)S(=O)(=O)c2ccc(-c3ccc(F)cc3)cc2O[C@H]1CN(C)C(=O)C1CCOCC1 | -0.8
C/C=C/c1ccc2c(c1)O[C@H](CN(C)Cc1ccccn1)[C@@H](C)CN([C@@H](C)CO)S2(=O)=O | -7.3
COc1ccccc1CNC(=O)C[C@@H]1C[C@H]2c3cc(NC(=O)c4cccnc4)ccc3O[C@H]2[C@H](CO)O1 | 5.9
C[C@H]1CN([C@@H](C)CO)C(=O)c2cc(NC(=O)CCCN(C)C)ccc2O[C@H]1CN(C)S(=O)(=O)c1ccc(Cl)cc1 | 3.0
C[C@@H]1CN([C@H](C)CO)C(=O)c2cc(NC(=O)Nc3ccc(C(F)(F)F)cc3)ccc2O[C@@H]1CN(C)CC1CCCCC1 | -11.8
O=C(C[C@H]1C[C@H]2c3cc(NC(=O)Nc4ccc(C(F)(F)F)cc4)ccc3O[C@H]2[C@@H](CO)O1)NCc1ccc(Cl)cc1 | -11.6
CC(C)NC(=O)Nc1ccc2c(c1)CC(=O)N([C@@H](C)CO)C[C@H](C)[C@H](CN(C)Cc1ccncc1)O2 | -1.9
O=C(C[C@@H]1CC[C@@H](NC(=O)c2cnccn2)[C@@H](CO)O1)NCc1ccccc1F | -0.4
CC(C)NC(=O)Nc1ccc2c(c1)C(=O)N([C@H](C)CO)C[C@H](C)[C@@H](CN(C)C(=O)Nc1cccc3ccccc13)OCCCC[C@@H](C)O2 | -7.2
C[C@@H]1CN([C@H](C)CO)C(=O)c2cc(Br)cnc2O[C@@H]1CN(C)C(=O)Nc1ccc(F)cc1 | 4.6

Given as labelled records: part of the list above.
SMILES: C[C@H](CO)N1C[C@H](C)[C@H](CN(C)Cc2ccncc2)Oc2c(NC(=O)Nc3ccccc3)cccc2C1=O
  NSD2 inh: 5.1
SMILES: O=C(NO)c1ccc(C(=O)N/N=C/c2cc(Br)cs2)cc1
  NSD2 inh: 0.1
SMILES: Cc1ccc(S(=O)(=O)N(C)C[C@H]2Oc3c(NS(=O)(=O)c4ccc(F)cc4)cccc3C(=O)N([C@H](C)CO)C[C@@H]2C)cc1
  NSD2 inh: 0.8

Next part:
mol | NSD2 inh
C[C@@H]1CN([C@H](C)CO)C(=O)c2cc(NC(=O)Nc3ccc4c(c3)OCO4)ccc2O[C@@H]1CN(C)CC1CCCCC1 | -20.1
C[C@@H]1CN([C@H](C)CO)C(=O)c2cc(NC(=O)c3ccncc3)ccc2O[C@H]1CN(C)C(=O)Nc1ccc(F)cc1 | 4.1
COc1ccc(-c2cnc3c(c2)C(=O)N([C@H](C)CO)C[C@H](C)[C@H](CN(C)C(=O)Cc2ccncc2)O3)cc1 | 4.1
C[C@@H]1CN([C@H](C)CO)C(=O)Cc2cc(NC(=O)CCN3CCOCC3)ccc2O[C@H]1CN(C)CC1CCCCC1 | -5.3
C[C@H](CO)N1C[C@H](C)[C@H](CN(C)C(=O)Nc2ccccc2)Oc2ncc(Br)cc2C1=O | -4.3&13.4
C[C@H](CO)N1C[C@H](C)[C@H](CN(C)C(=O)Nc2cccc3ccccc23)Oc2ncc(-c3cccc(F)c3)cc2C1=O | 0.1
C/C=C/c1ccc2c(c1)O[C@@H](CN(C)C(=O)c1cnccn1)[C@@H](C)CN([C@@H](C)CO)S2(=O)=O | 5.6
COc1ccc(S(=O)(=O)N(C)C[C@H]2Oc3ccc(NC(=O)Nc4ccc(F)cc4)cc3CC(=O)N([C@H](C)CO)C[C@@H]2C)cc1 | 14.1
O=C(Cc1ccncc1)Nc1ccc2c(c1)[C@H]1C[C@H](CC(=O)N3CCc4ccccc4C3)O[C@H](CO)[C@H]1O2 | 4.2
COc1cccc(CN(C)C[C@@H]2OCc3cnnn3CCCC(=O)N([C@H](C)CO)C[C@H]2C)c1 | 4.9
CNC[C@@H]1OCCCC[C@H](C)Oc2ccc(NS(=O)(=O)c3ccc(C)cc3)cc2C(=O)N([C@@H](C)CO)C[C@@H]1C | 1.0
C[C@@H]1CN([C@@H](C)CO)C(=O)c2cc(NC(=O)Cc3cn(C)c4ccccc34)ccc2O[C@@H]1CN(C)C(=O)Nc1cccc2ccccc12 | 2.4
CN1CCN(C(=O)C[C@H]2CC[C@@H](NC(=O)Nc3ccccc3F)[C@H](CO)O2)CC1 | 4.0
C[C@@H]1CN([C@H](C)CO)C(=O)c2cccc(NC(=O)Nc3ccc(F)cc3)c2O[C@H]1CN(C)C(=O)Nc1cccc2ccccc12 | -6.5
C=CCNC(=O)[C@H]1[C@@H]2C(=O)O[C@@H](c3ccccc3)[C@@H](c3ccccc3)N2[C@@H](c2ccccc2OCCO)[C@]12C(=O)Nc1ccc(C#CC3=CCCCC3)cc12 | -0.9
COc1ccccc1CNC(=O)C[C@H]1C[C@@H]2c3cc(NS(C)(=O)=O)ccc3O[C@@H]2[C@@H](CO)O1 | -6.5
O=C(C[C@H]1C[C@@H]2c3cc(NS(=O)(=O)c4ccc(F)cc4)ccc3O[C@@H]2[C@@H](CO)O1)NCc1cccc(F)c1 | 1.0
COc1ccc(NC(=O)N(C)C[C@@H]2Oc3cc(-c4ccncc4)ccc3S(=O)(=O)N([C@H](C)CO)C[C@@H]2C)cc1 | 23.0
C[C@H](CO)N1C[C@H](C)[C@H](CN(C)CC2CC2)Oc2ccc(NS(=O)(=O)c3ccc(F)cc3)cc2C1=O | 12.2
C/C=C/c1ccc2c(c1)O[C@H](CN(C)C(=O)NC1CCCC1)[C@@H](C)CN([C@H](C)CO)S2(=O)=O | 3.6
C[C@@H]1CN([C@H](C)CO)C(=O)c2cc(NS(=O)(=O)c3cccs3)ccc2O[C@@H](C)CCCCO[C@@H]1CN(C)C(=O)c1ccccc1 | 0.7
CNC[C@@H]1Oc2ccc(NC(=O)Nc3cccc4ccccc34)cc2CC(=O)N([C@@H](C)CO)C[C@H]1C | -2.9
C[C@H]1CN([C@@H](C)CO)C(=O)Cc2cc(N(C)C)ccc2O[C@H]1CN(C)Cc1ccc(C(=O)Nc2ccccc2N)cc1 | -2.8
COc1ccccc1NC(=O)N[C@@H]1CC[C@@H](CC(=O)NCc2ccc(Cl)c(Cl)c2)O[C@H]1CO | 3.8
C[C@@H]1CN([C@@H](C)CO)C(=O)c2cccc(NC(=O)CCCCCC(=O)Nc3ccccc3N)c2O[C@H]1CN(C)CC1CCCCC1 | 4.5
COc1ccc(NC(=O)Nc2ccc3c(c2)C(=O)N([C@@H](C)CO)C[C@@H](C)[C@H](CN(C)Cc2ccc(Cl)c(Cl)c2)O3)cc1 | -5.7
C[C@@H]1CN([C@@H](C)CO)C(=O)Cc2cc(NC(=O)Cc3ccccc3)ccc2O[C@H]1CN(C)Cc1ccc(C(=O)Nc2ccccc2N)cc1 | -4.4
Cc1noc(C)c1NC(=O)N(C)C[C@H]1OCc2ccccc2-c2c(n(C)c3ccccc23)C(=O)N([C@H](C)CO)C[C@H]1C | 3.1
C[C@H]1CN([C@@H](C)CO)C(=O)c2cc(C#CC3CCCCC3)cnc2O[C@H]1CN(C)S(=O)(=O)c1ccc(F)cc1 | -0.3
COc1cc2c(cc1OC)CN(S(=O)(=O)c1ccc3c(c1)CCC(C)(C)O3)CC2 | 2.6
COc1cc(C2NC(=O)NC(c3ccccc3)=C2C(C)=O)ccc1OCC(=O)O (stereo not drawn) | -2.9
COc1ccc(C#Cc2ccc3c(c2)O[C@@H](CN(C)C(C)=O)[C@H](C)CN([C@@H](C)CO)S3(=O)=O)cc1 | -1.0
C[C@@H]1CN([C@@H](C)CO)C(=O)CCCn2nncc2CO[C@H]1CN(C)S(=O)(=O)c1cccs1 | -3.2
COc1ccc(S(=O)(=O)N(C)C[C@@H]2Oc3ccc(NC(=O)Nc4ccc(F)cc4)cc3CC(=O)N([C@H](C)CO)C[C@H]2C)cc1 | 0.4
C[C@@H]1CN([C@@H](C)CO)S(=O)(=O)c2ccc(C#Cc3ccccc3)cc2O[C@H]1CN(C)C(=O)C1CC1 | 3.2
CNC[C@@H]1Oc2ccc(NC(=O)Nc3ccc(F)cc3)cc2C(=O)N([C@@H](C)CO)C[C@@H]1C | 1.3
C[C@H](CO)N1C[C@H](C)[C@H](CN(C)C(=O)Nc2ccccc2F)Oc2ncc(-c3cccc(F)c3)cc2C1=O | -0.1
O=C(NCc1ccccc1)C1=C[C@@H](C2CCCCC2)C[C@@H](OCc2ccc(CO)cc2)O1 | 5.1
C[C@@H]1CN([C@@H](C)CO)C(=O)Cc2cc(NC(=O)Cn3cnnn3)ccc2O[C@H]1CN(C)C(=O)Nc1ccc(F)cc1 | 1.9
C[C@@H]1CN([C@@H](C)CO)C(=O)c2cc(NC(=O)Nc3ccc(F)cc3)ccc2O[C@@H](C)CCCCO[C@H]1CN(C)Cc1ccc(C(F)(F)F)cc1 | 1.7
COc1ccc(NC(=O)N(C)C[C@@H]2Oc3ccc(NC(=O)Cc4ccccc4)cc3C(=O)N([C@@H](C)CO)C[C@@H]2C)cc1 | -1.8
CC(C)NC(=O)Nc1ccc2c(c1)C(=O)N([C@H](C)CO)C[C@@H](C)[C@H](CN(C)CC1CC1)OCCCC[C@H](C)O2 | -0.3
COc1ccc(S(=O)(=O)N(C)C[C@@H]2Oc3ccc(NC(=O)C4CC4)cc3C(=O)N([C@H](C)CO)C[C@@H]2C)cc1 | -2.5
O=C(C[C@H]1C[C@@H]2c3cc(NC(=O)CC4CC4)ccc3O[C@@H]2[C@@H](CO)O1)NCc1cc(F)ccc1F | 9.4
C[C@@H]1CN([C@H](C)CO)C(=O)c2cc(NS(=O)(=O)c3ccc(Cl)cc3)ccc2O[C@H]1CN(C)S(=O)(=O)c1cn(C)cn1 | -3.6
C[C@H]1CN([C@@H](C)CO)C(=O)c2cc(NC(=O)CCCN(C)C)ccc2O[C@@H]1CN(C)S(=O)(=O)c1ccc(F)cc1 | -3.4
C=C/C=C/[C@@H]1C(=C)CN([C@@H](Cc2ccc(N=[N+]=[N-])cc2)C(=O)OC)[C@H]1[C@@H](O)Cc1ccccc1 | 1.3
CC(C)NC(=O)Nc1ccc2c(c1)C(=O)N([C@@H](C)CO)C[C@H](C)[C@H](CN(C)Cc1ccc(C(=O)O)cc1)OCCCC[C@H](C)O2 | 3.4
O=C(O)CCCCCCC(=O)N/N=C/c1ccc(N(c2ccccc2)c2ccccc2)cc1 | -0.1
COc1ccc(NC(=O)N(C)C[C@H]2Oc3ncc(C#CCN(C)C)cc3C(=O)N([C@H](C)CO)C[C@H]2C)cc1 | 13.1
C[C@H](CO)N1C[C@H](C)[C@H](CN(C)C(=O)Nc2cccc(Oc3ccccn3)c2)OCc2cn(nn2)CCCC1=O | 2.1
C[C@@H]1CN([C@H](C)CO)C(=O)c2cc(NS(C)(=O)=O)ccc2O[C@@H]1CN(C)CC1CCCCC1 | 2.6
COc1ccc(C#Cc2ccc3c(c2)O[C@H](CN(C)C)[C@H](C)CN([C@@H](C)CO)S3(=O)=O)cc1 | 10.1
Cc1ccc(S(=O)(=O)Nc2ccc3c(c2)C(=O)N([C@H](C)CO)C[C@@H](C)[C@H](CN(C)Cc2ccncc2)O3)cc1 | 1.3
C/C=C/c1ccc2c(c1)O[C@H](CN(C)C(=O)CC)[C@H](C)CN([C@@H](C)CO)S2(=O)=O | 1.9
CC(C)NC(=O)N(C)C[C@@H]1Oc2ccc(NC(=O)Nc3ccc4c(c3)OCO4)cc2CC(=O)N([C@H](C)CO)C[C@H]1C | -139.6
C[C@@H]1CN([C@H](C)CO)C(=O)c2cccc(NS(=O)(=O)c3cccs3)c2O[C@H]1CN(C)S(=O)(=O)c1ccc(F)cc1 | 1.4

Sorted by value in NSD2 inh (high to low): some entries from above
| SMILES | NSD2 inh |
| --- | --- |
| COc1ccc(NC(=O)N(C)C[C@H]2Oc3ncc(C#CCN(C)C)cc3C(=O)N([C@H](C)CO)C[C@H]2C)cc1 | 13.1 |
| C/C=C/c1ccc2c(c1)O[C@H](CN(C)C(=O)CC)[C@H](C)CN([C@@H](C)CO)S2(=O)=O | 1.9 |
| C[C@@H]1CN([C@H](C)CO)C(=O)c2cccc(NS(=O)(=O)c3cccs3)c2O[C@H]1CN(C)S(=O)(=O)c1ccc(F)cc1 | 1.4 |

A portion of the library; the hit share may differ from the screen's.
